Source: PubChem BioAssay (National Center for Advancing Translational Sciences (NCATS))
UbGFP stabilizer = Ubiquitin-GFP Assay; 67,000 tested, under 10 active; Potency, µM (top dose mostly 45.9 µM), for inactives: top-dose activation (GFP accumulation), most hits filed as activators; AID 526, 2006; Ubiquitin-GFP reporter cells, proteasome inhibition, GFP fluorescence; response scale: untreated = 0%, 10 µM MG-132 = 100%; active means well fitted activation curve with a large enough effect, not every such curve was filed as active; inconclusive means small, poorly fitted or top-dose-only effect, or another doubt; inactive means no such curve, though single readings can be large or run the other way; further: potency means the concentration at half of the fitted maximal effect
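Reporter cells (U2OS, ubiquitin-G76V-GFP fusion) are plated overnight, then treated 4 hr at 37 °C with compound titrations from 46 uM down to 2.9 nM. Activity is scaled against untreated cells and 10 uM MG-132.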
Hsp90 Hop PPI = qHTS Assay for Disrupters of an Hsp90 Co-Chaperone Interaction | Hsp90 C-terminal peptide / TPR2A (Hop) interaction, human | AlphaScreen TPR2A-His6 binding biotin-Hsp90 C-terminal peptide | Potency, µM (titrated, usually from 57 µM), inactives show at the highest dose activity change, negative = inhibition | hit rate 0.44% among 71,000 | AID 595, 2007; active means well fitted curve in either direction with a large enough effect; inconclusive means small, poorly fitted or top-dose-only effect, or another doubt; further: potency means the concentration at half of the fitted maximal effect; on the % scale 0 is the no-effect control and ±100 the full control effect; many of its hits are not listed in these tables
HADH2 inh = qHTS Assay for Inhibitors of HADH2 (Hydroxyacyl-Coenzyme A Dehydrogenase, Type II). 3-hydroxyacyl-CoA dehydrogenase type-2 (Homo sapiens), Q99714. recombinant HADH2, NADH fluorescence, beta-hydroxybutyryl-CoA. Potency, µM (doses to about 57.1 µM), without a hit: at the top dose activity change, negative = inhibition, actives largely listed as inhibitors. hit rate 3.4% among 73,000; further: potency means the concentration at half of the fitted maximal effect; on the % scale 0 is the no-effect control and ±100 the full control effect; nearly all actives have a fitted effect of over 60% in size; many of its hits are not listed in these tables
Target sequence (Q99714 whole entry, looked up, one chain of several): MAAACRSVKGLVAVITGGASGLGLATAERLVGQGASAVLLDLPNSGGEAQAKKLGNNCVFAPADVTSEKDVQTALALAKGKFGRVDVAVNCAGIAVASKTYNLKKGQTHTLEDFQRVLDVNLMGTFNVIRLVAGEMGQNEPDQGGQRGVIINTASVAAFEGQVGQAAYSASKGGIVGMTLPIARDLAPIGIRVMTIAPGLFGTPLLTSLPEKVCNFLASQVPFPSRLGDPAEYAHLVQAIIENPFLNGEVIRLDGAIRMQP
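20 nM HADH2 + cpd, 15 min RT; add 1 mM NAD+/90 uM beta-hydroxybutyryl-CoA; kinetic fluorescence 360/450 nm, 4 min. Tris-HCl pH 9.0, 0.01% Tween-20.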
GFP derepression = qHTS Assay for Epigenetic Modulators | mouse C127i GFP locus derepression, cytometry, 30 h | Potency, µM (doses to about 46.1 µM), without a hit: at the top dose GFP derepression (activation) | hit rate 0.09% among 68,000; further: % of control where 0% means no effect
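Locus derepression in mouse mammary C127i cells whose integrated CMV-GFP reporter is normally silent; GFP expression after 30 h compound treatment was quantified by counting fluorescent cells.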
HBB splice mod = qHTS Assay for Modulators of Hemoglobin Beta Chain Splicing | HBB splicing reporter cell assay, activation; EGFP reporter with mutant IVS2-654 intron; response scale: normalised to 500 nM splice-correcting PNA | Potency, µM (titrated, usually from 46.1 µM), without a hit: at the highest dose activation, actives largely listed as activators | hit rate 0.06% among 65,000; further: potency means the concentration at half of the fitted maximal effect; 0% is about no effect
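Compounds were applied for 2 days to HeLa EGFP-654 cells, 500/well in Optimem with 2% FCS. The reporter's EGFP is disrupted by mis-splicing of beta-globin intron IVS2-654. Readout: summed well GFP fluorescence from 488 nm laser scanning; reference was 500 nM antisense […] 654 PNA.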
Luciferase inh = qHTS Assay for Inhibitors of Firefly Luciferase; hit rate 2.2% among 72,000; AID 411, 2009; purified firefly luciferase, luminescence, 8 min; Potency, µM (top dose mostly 57.1 µM), for the others: at the top dose activity change, negative = inhibition, usual class: inhibitors; Luciferin 4-monooxygenase (Photinus pyralis), P08659; further: potency means the concentration at half of the fitted maximal effect; on the % scale 0 is the no-effect control and ±100 the full control effect; nearly all actives have a fitted effect of over 40% in size
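Inhibition of light generation by firefly luciferase from ATP and luciferin was profiled with concentration-response curves per sample, ATP held at 10 uM within the enzyme's linear range. Plates were read by luminescence after an 8-minute ambient incubation.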
Tau fil binding = qHTS Assay for Tau Filament Binding. hit rate 2% among 71,000. Potency, µM (top dose mostly 57.1 µM), inactives show at the highest dose activity change, negative = inhibition. Microtubule-associated protein tau (Homo sapiens), P10636. recombinant tau filaments, thioflavin S fluorescence, 15 h; filaments grown with octadecylsulfate alongside compound;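 further: potency means the concentration at half of the fitted maximal effect; on the % scale 0 is the no-effect control and ±100 the full control effect; actives lower thioflavin S fluorescence by blocking filaments or displacing dye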
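Thioflavine S fluorescence (ex 450, em 510 nm) reports filaments formed from 1 uM human tau plus 30 uM ODS over 15 h at 37 C (10 mM HEPES pH 7.4, 100 mM NaCl, 5 mM DTT); compounds displacing dye or blocking filaments lower signal.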
CRE Fsk mod = Cell signaling CRE-BLA (Fsk stim) | CHO CRE-bla reporter (cAMP response element driving beta-lactamase), forskolin EC10, beta-lactamase ratio | Potency, µM (highest dose often 38.2 µM), inactives show at the top dose activity change, negative = inhibition, usual class: activators | hit rate 2.5% among 71,000; active means well fitted activation curve with a large enough effect in the signal ratio, with a control signal flat, not every such curve was filed as active; inconclusive means small, poorly fitted or top-dose-only effect, or effect the other way, or a change in a side signal; the % refers to the signal ratio; further: potency means the concentration at half of the fitted maximal effect; % of control where 0% means no effect
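CRE-bla CHO reporter cells treated with compound titration plus EC10 NKH 477 (water-soluble forskolin), incubated 3 h at 37 °C; CCF4 loading 2 h at room temperature, 460/530 nm emission ratio read, AC50 values derived for positive or negative modulators.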
DNA Pol III inh = qHTS Assay for Inhibitors of DNA Polymerase III Holoenzyme System. hit rate 0.25% among 71,000. reconstituted DNA polymerase III holoenzyme replication, biochemical. Potency, µM (doses to about 57.1 µM), for inactives: at the highest dose activity change, negative = inhibition; further: potency means the concentration at half of the fitted maximal effect; on the % scale 0 is the no-effect control and ±100 the full control effect
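Reconstituted *E. coli* holoenzyme (0.35 nM Pol III, 1 nM beta, 154 nM SSB, 2 nM primase) was preincubated with compound for 15 min at RT. Synthesis on 1.4 nM ssM13Gori ran 35 min, then was stopped with PicoGreen/EDTA and read as dsDNA fluorescence.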
ERK AVP inh = qHTS Assay for Inhibitors of the ERK Signaling Pathway using a Homogeneous Screening Assay; HEK293-V1b, vasopressin-stimulated pERK AlphaScreen; Potency, µM (top dose mostly 57.5 µM), for inactives: at the highest dose activity, negative = inhibition, actives largely listed as inhibitors; hit rate 0.99% among 72,000; further: potency means the concentration at half of the fitted maximal effect; on the % scale 0 is the no-effect control and ±100 the full control effect; nearly all actives have a fitted effect of over 55% in size
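Overnight-seeded V1b-HEK293 cells in 1% FBS got compound, then vasopressin (25 nM final, 5 min, 37C), then lysis buffer. AlphaScreen detection of phospho-ERK; activity normalized to basal and full-stimulation controls.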
ALOX15 inhib = qHTS Assay for Inhibitors of 15-hLO (15-human lipoxygenase). hit rate 1.4% among 74,000. purified 15hLO-1, xylenol orange hydroperoxide absorbance. AID 887, 2007. Potency, µM (series often up to 57.1 µM), for inactives: top-dose activity change, negative = inhibition, most hits filed as inhibitors. Polyunsaturated fatty acid lipoxygenase ALOX15 (Homo sapiens), P16050; further: potency means the concentration at half of the fitted maximal effect; on the % scale 0 is the no-effect control and ±100 the full control effect; nearly all actives have a fitted effect of over 55% in size
Target sequence (P16050 whole entry, looked up): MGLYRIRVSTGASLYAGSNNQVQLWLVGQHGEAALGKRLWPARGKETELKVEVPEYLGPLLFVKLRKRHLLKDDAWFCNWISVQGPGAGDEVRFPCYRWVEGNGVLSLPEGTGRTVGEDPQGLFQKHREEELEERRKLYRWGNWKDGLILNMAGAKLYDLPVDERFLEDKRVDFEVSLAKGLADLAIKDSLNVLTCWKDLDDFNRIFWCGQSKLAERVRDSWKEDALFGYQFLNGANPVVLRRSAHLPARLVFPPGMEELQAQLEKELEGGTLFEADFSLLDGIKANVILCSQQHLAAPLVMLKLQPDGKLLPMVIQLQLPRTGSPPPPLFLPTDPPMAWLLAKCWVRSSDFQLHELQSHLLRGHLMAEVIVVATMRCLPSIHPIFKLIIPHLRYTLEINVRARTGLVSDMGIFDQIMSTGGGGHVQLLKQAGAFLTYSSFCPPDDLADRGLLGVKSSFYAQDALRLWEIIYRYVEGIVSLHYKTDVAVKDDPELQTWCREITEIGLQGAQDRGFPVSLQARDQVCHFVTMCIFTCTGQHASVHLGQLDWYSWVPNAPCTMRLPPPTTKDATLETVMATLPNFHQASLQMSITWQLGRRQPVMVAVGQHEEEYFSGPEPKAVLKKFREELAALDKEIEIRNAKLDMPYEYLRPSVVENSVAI
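Quantitative HTS in 25 mM Hepes pH 7.5 containing 0.01% Triton X-100: human 15hLO-1 at 40 nM, arachidonic acid at 50 uM, 6 min turnover. Product quantified via ferrous oxidation/xylenol orange, 573:405 nm absorbance ratio.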
Active calls of the source: *; i = inactive; ? = inconclusive; nt = not tested or not shown; [ ] = remark or other dose. Unless noted, the call rests on the fitted dose curve; in most records, active means well fitted curve in the direction sought with a large enough effect; inconclusive means small, poorly fitted or top-dose-only effect, or another doubt; inactive means no such curve, though single readings can be large; an effect the other way counts as inactive or inconclusive. This is a subset; count on the stated rates, not on these rows.

Fields – UbGFP stabilizer	Hsp90 Hop PPI	HADH2 inh	GFP derepression	HBB splice mod	Luciferase inh	Tau fil binding	CRE Fsk mod	DNA Pol III inh	ERK AVP inh	ALOX15 inhib
1) Cc1csc(SCC(=O)Nc2c(C)n(C)n(-c3ccccc3)c2=O)n1
 : -1%	-5%	6%	0%	2.6%	2%	6%	?	1%	-7%	-8%
2) C=CCNc1oc(COc2ccc(C)cc2)nc1C#N
 : 3%	-3%	-1%	-2%	0.1%	0%	-10%	19%	5%	-17%	0%
3) O=C(Nc1nc2c(Cl)cccc2s1)c1ccc(Br)o1
 : -4%	1%	-15%	-2%	3.6%[1.84 µM]	-11%	183%	-1%	0%	25µM*	-15%
4) CN(C)S(=O)(=O)c1ccc(C(=O)Nc2ccc(OCC(=O)N3CCOCC3)cc2)cc1
 : -4%	-1%	5%	-2%	-0.6%[9.22 µM]	16µM*	-1%	0%	-5%	-9%	3%
5) CN(C)S(=O)(=O)c1cccc(C(=O)C2=C3SC=C(c4ccccc4)N3CC2)c1
 : -2%	-5%	?	0%	-0.1%[57.5 µM]	-3%	?	6%	-4%	-23%	?
6) COc1cccc(-c2cncnc2NCc2cccc(C)c2)c1
 : 0%	0%	-26%	-5%[9.22 µM]	-0.7%	-1%[2.29 µM]	9%	2%	-3%	-24%	-8%
7) CC(C)(O)C#Cc1ccccc1C(=O)NC(CC(N)=O)C(=O)O (centres undefined)
 : 1%	-3%	1%	-5%	-1.3%	-2%	-8%	-7%	-4%	3%	3%
8) Cc1nc2ccc(Cl)cc2nc(C)/c1=N\O
 : 1%	-19%	-1%	0%	0.2%	?	13µM*	2%	-5%	-3%	-17%
9) O=C(c1ccc(C(F)(F)F)cc1)N1CCCCC1
 : 2%	-5%	11%	2%	-0.1%	1%	-2%	-3%	-4%	-1%	2%
10) CCOc1ccc(Cl)cc1S(=O)(=O)n1cnc2ccccc21
 : -4%	0%	0%	2%	-0.3%	-1%	-5%	36%	-3%	-1%	-2%
11) CCOc1ccccc1NC(=O)c1ccccc1NS(C)(=O)=O
 : -1%	-11%	-6%	0%	-1.7%	-1%	-7%	-8%	-2%	-7%	6%
12) Cc1ccc(OC(=O)C(F)(F)F)c2c1NCCC2
 : 6%	0%	-26%	-2%	-1.1%[9.22 µM]	2%	3%	9%	-3%	6%	-5%
13) COCc1cc(=O)n2c(-c3ccc(C)cc3)n[nH]c2n1
 : -4%	-6%	4%	nt	0.7%	13µM*	16µM*	-11%	-3%	nt	2%
14) CCn1c(N2CCC(Cc3ccccc3)CC2)nc2c1c(=O)[nH]c(=O)n2C
 : 10%	-16%	0%	-3%	0.0%	1%	6%	?	9%	?	-10%
15) Cc1ccc2c(c1)nnn2C1CCN(S(=O)(=O)c2ccc(C(=O)N(C)C)cc2)CC1
 : -1%	-1%	-2%	1%	nt	1%	0%	1%	-7%	13%	1%

Part of the list above, with each value named.
(7) CC(C)(O)C#Cc1ccccc1C(=O)NC(CC(N)=O)C(=O)O (centres undefined)
  UbGFP stabilizer: 1%
  Hsp90 Hop PPI: -3%
  HADH2 inh: 1%
  GFP derepression: -5%
  HBB splice mod: -1.3%
  Luciferase inh: -2%
  Tau fil binding: -8%
  CRE Fsk mod: -7%
  DNA Pol III inh: -4%
  ERK AVP inh: 3%
  ALOX15 inhib: 3%
(8) Cc1nc2ccc(Cl)cc2nc(C)/c1=N\O
  UbGFP stabilizer: 1%
  Hsp90 Hop PPI: -19%
  HADH2 inh: -1%
  GFP derepression: 0%
  HBB splice mod: 0.2%
  Luciferase inh: ?
  Tau fil binding: 13µM*
  CRE Fsk mod: 2%
  DNA Pol III inh: -5%
  ERK AVP inh: -3%
  ALOX15 inhib: -17%

(list continues)
Fields – UbGFP stabilizer	Hsp90 Hop PPI	HADH2 inh	GFP derepression	HBB splice mod	Luciferase inh	Tau fil binding	CRE Fsk mod	DNA Pol III inh	ERK AVP inh	ALOX15 inhib
16) CC1(C)CC(=O)C(Sc2nnc(-c3ccc(O)cc3)n2CC2CCCO2)C(=O)C1 (centres undefined)
 : 1%	-1%	-10%	-2%	nt	2%	1%	0%	0%	-4%	2%
17) Cc1cc(C)n(-c2cc(N3CCOCC3)ncn2)n1
 : -5%	-5%	-3%	0%	0.4%	1%	-7%	3%	-2%	4%	9%
18) O=C1NCCCN1Cc1ccc(F)cc1Cl
 : nt	-2%	3%	-2%	-0.2%[0.369 µM]	1%	-1%	3%	-4%	-10%	-12%
19) COC(=O)[C@@H](NC(=O)N1CCN(c2cccc(C(F)(F)F)c2)CC1)C(C)C
 : 0%	-5%	?	-1%	-1.6%	-1%	-11%	-21%	9%	1%	-1%
20) CCN(C(=O)COC(=O)c1cccnc1SC)C1CCS(=O)(=O)C1 (centres undefined)
 : 0%	0%	-14%	1%	0.2%[57.5 µM]	-11%	5%	-4%	-1%	2%	9%
21) O=C(c1cc(-c2ccncc2)nc2ccccc12)N1CCN(c2ccccn2)CC1
 : 1%	-3%	8%	-2%	5.2%[1.84 µM]	-13%	-18%	17%	-6%	24%	-14%
22) COCCNC(=O)COC(=O)CSCc1nc2ccccc2s1
 : -5%	5%	-14%	-2%	0.4%[1.84 µM]	-2%	-10%	?	2%	0%	1%
23) CCN(CC)CCCOc1nc(C)nc2c1oc1ccccc12
 : 41%	-1%	3%	-2%	3.9%[1.84 µM]	1%	7%	25%	-8%	-18%	3%
24) CCCCN1C(=O)NC(NC(C)=O)(C(F)(F)F)C1=O (centres undefined)
 : -2%	-6%	-18%	6%	2.3%	3%	0%	-6%	-8%	-1%	6%
25) CCOC(=O)N1CCC(n2c(SCC(=O)NCc3ccco3)nc3ccsc3c2=O)CC1
 : -6%	-11%	-10%	1%	-4.8%	-3%	3%	4%	-4%	-15%	3%
26) Cc1noc(C)c1C(=O)N1CCC2(CC1)CN(c1ccccn1)C2
 : 2%	-17%	14%	0%[9.22 µM]	0.7%	-2%[11.4 µM]	-15%	4%	-6%	6%	11%
27) COc1ccc(C2C3=C(CC(C)(C)CC3=O)Nc3c2c(=O)[nH]c(=O)n3Cc2ccccc2)cc1 (centres undefined)
 : -9%[9.17 µM]	-1%[11 µM]	?	-2%	1.6%[0.0738 µM]	-1%	i[11.4 µM]	?	-5%[11.4 µM]	-22%	-8%[11.4 µM]
28) O=C(NCc1ccccc1)C1CCN(S(=O)(=O)N2CCOCC2)CC1
 : 2%	-2%	-5%	-1%	-0.2%	-1%	14%	-3%	-2%	11%	0%
29) CCc1c(C)c2nncn2[nH]c1=O
 : -2%	-3%	-6%	2%	1.4%[57.5 µM]	3%	9%	-17%	-1%	-6%	6%
30) Clc1ccccc1-c1nc(NCc2cccs2)c2ccccc2n1
 : 5%	1%	-13%	-3%[9.22 µM]	0.1%	-1%[2.29 µM]	-21%	-21%	?	-20%	24%
31) C=CCn1c(=O)c2c(nc(-c3ccc(S(=O)(=O)O)cc3)n2C)n(C)c1=O
 : -2%	?	217%[activator]	1%	2.0%	-1%	-12%	2%	-3%	-10%	12%

Sorted by value in Luciferase inh (ascending): 4 from the list above.
entry | Compound | Luciferase inh
11 | CCOc1ccccc1NC(=O)c1ccccc1NS(C)(=O)=O | -1%
2 | C=CCNc1oc(COc2ccc(C)cc2)nc1C#N | 0%
9 | O=C(c1ccc(C(F)(F)F)cc1)N1CCCCC1 | 1%
1 | Cc1csc(SCC(=O)Nc2c(C)n(C)n(-c3ccccc3)c2=O)n1 | 2%
